DAGLB inh – blocks human DAGLB lipase activity; 0.059% of 340,000 active; AID 504411; inhibition, % at 5.17 µM; HEK293T DAGLB membrane lysate, EnzChek fluorogenic substrate; in the data active means inhibition above about 34%;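 further: 0% = enzyme with vehicle and 100% = wells lacking enzyme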
CAL PDZ FP-1 – blocks peptide binding to the human CAL PDZ domain | Q9HD26 | purified CAL PDZ, TMR-peptide fluorescence polarization, 1 h | inhibition, % at 24.9 µM | 0.92% of 300,000 active | AID 602252;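 active means mean inhibition of at least 30% with at least half of replicates also reaching 30%; inconclusive means no clear call, values can overlap the other calls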;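 further: 0% = DMSO neutral control and 100% = excess unlabeled competitor peptide PRC23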
Keap1 Nrf2 FP – disrupts human Keap1 binding to Nrf2 peptide | 0.15% of 340,000 active | Keap1 Kelch-Nrf2 peptide fluorescence polarization, 1536-well | inhibition, % at 9.4 µM; in the data active means inhibition above about 12%; inconclusive means no clear call, values can overlap the other calls; inactive means below about 7.3%;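 further: human Keap1 Kelch domain with fluorescein labeled Nrf2 9mer peptide probe; 0% = neutral control wells and 100% = peptide positive control; higher means more block of Keap1 binding to Nrf2 peptide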
PKA-R2B activ – PKA-R2B complex activation; PKA-R2B holoenzyme dissociation, Cy5-IP20 fluorescence polarization; R2B truncated from residue 108, S112A mutant; 0% DMSO only, 100% 113 µM cGMP; 0.079% of 340,000 active; activation, % at 11.4 µM;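 active means activation above a cutoff set at the mean over all compounds plus 3 SD, cut at about 18% in these data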;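 further: higher means more holoenzyme dissociation and a rise in polarization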
Target sequence (P31323 whole entry, looked up, other chains not shown, the tested form may be a part): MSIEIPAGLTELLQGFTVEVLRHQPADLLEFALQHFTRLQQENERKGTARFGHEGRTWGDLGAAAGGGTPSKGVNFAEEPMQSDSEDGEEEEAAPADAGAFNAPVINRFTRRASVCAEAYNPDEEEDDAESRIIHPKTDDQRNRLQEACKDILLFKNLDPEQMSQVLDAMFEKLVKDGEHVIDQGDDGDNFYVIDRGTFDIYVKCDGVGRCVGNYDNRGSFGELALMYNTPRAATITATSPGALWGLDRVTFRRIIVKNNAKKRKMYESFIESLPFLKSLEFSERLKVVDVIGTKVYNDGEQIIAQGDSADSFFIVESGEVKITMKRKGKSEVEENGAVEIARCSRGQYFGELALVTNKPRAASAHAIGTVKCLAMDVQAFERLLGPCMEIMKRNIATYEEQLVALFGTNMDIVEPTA
cardiac RTF act – cardiac RTF calcium sensitization; P19429+P45379; IANBD-labeled TnC RTF fluorescence at EC20 calcium; 0% EC20 calcium, 100% full calcium; activation, % at 7.2 µM; 0.24% of 340,000 active;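 active means activation above the mean over all tested compounds plus 3 SD, cut at about 30% in these data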;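 further: rise in fluorescence read as greater calcium sensitivity of cardiac thin filaments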
C-LANA FP – blocks KSHV LANA C-terminal domain binding to DNA | inhibition, % at 9 µM | MBP-C-LANA/FAM-LBS DNA binding, fluorescence polarization | 0.078% of 340,000 active;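 active means highest replicate inhibition at or above 60% at 9 µM, even if other replicates fall short; inactive means all replicates below 60% inhibition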;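 further: 0% = neutral control wells and 100% = 4 µM acridine orange control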
RTF Ca sens inh – cardiac RTF calcium desensitization. P19429+P45379. IANBD-labeled cardiac RTF, Ca2+ fluorescence. inhibition, % at 7.15 µM. 0.12% of 340,000 active. AID 493244;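 active means inhibition above the mean inhibition of all tested compounds plus 3 SD, cut at about 17% in these data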;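 further: assay run at fixed EC70 calcium of 1.6 mM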
CAL PDZ FP-2 – inhibitors of human CAL PDZ peptide binding; purified CAL PDZ, TMR-peptide fluorescence polarization, 1 h; 0.02% of 330,000 active; inhibition, % at 20 µM; Q9HD26; AID 504414;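 active means highest replicate inhibition of at least 40%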;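 further: plate controls were DMSO neutral control wells for no effect and unlabeled competitor peptide control wells for full effect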
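Material: tagged CAL PDZ protein CerCALP, purified; buffer or medium: sodium phosphate/NaCl buffer pH 7.4 with TCEP, IgG, Thesit; also added: fluorescent TMR peptide probe; schedule: 1 h incubation at room temperature before polarization reading; technique: fluorescence polarization from S- and P-plane intensities, G-factor corrected; control set: unlabelled peptide and DMSO controls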
SR-BI uptake up – activators of SR-BI mediated HDL lipid uptake; 0.096% of 320,000 active; activation, % at 12.5 µM; CHO ldlA[mSR-BI] cells, DiI-HDL uptake fluorescence, 3 h; 100 = double the neutral-control signal; AID 504775;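 active means mean replicate activation of at least 60% and every replicate at or above 60%; inconclusive means mean or all-replicate condition met, but not both; inactive means mean below 60% and not all replicates reaching 60%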;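 further: 0% = median plate neutral-control signal and 100% = twice that signal; values of inactives mirror those of a sister screen read the other way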
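Material: SR-BI-overexpressing, LDLR-lacking CHO cells | Dosing: Single compound concentration, delivered by pin transfer | Probe or stimulus: Labelled HDL, 10 µg/mL | Signal: Bottom-read cell fluorescence after medium removal, ex 550/em 595 nm | Schedule: 3 h, 37 °C | Evaluation: HDL uptake via cellular fluorescence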
Rtt109 Vps75 – inhibitors of Candida albicans Rtt109/Vps75 histone acetyltransferase | purified Rtt109/Vps75, ThioGlo CoA-SH fluorescence, 4 h | inhibition, % at 34.9 µM | 0.16% of 330,000 active | Q5AAJ8;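 active means inhibition of at least 50% in every replicate; inconclusive means best replicate reaches 50% inhibition but some replicates fall short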
Target sequence (Q5AAJ8 whole entry, looked up): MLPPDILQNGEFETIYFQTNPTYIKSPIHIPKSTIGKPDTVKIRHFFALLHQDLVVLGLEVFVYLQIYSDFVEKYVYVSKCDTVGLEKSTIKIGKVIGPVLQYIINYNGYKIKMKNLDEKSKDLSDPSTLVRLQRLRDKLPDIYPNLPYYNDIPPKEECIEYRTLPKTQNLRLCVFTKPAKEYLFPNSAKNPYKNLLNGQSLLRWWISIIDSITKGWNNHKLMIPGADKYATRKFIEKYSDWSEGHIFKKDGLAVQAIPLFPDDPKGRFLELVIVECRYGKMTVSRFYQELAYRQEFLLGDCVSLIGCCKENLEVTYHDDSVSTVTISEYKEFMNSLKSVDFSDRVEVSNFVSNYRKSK
Active calls of the source: *; ? = inconclusive; . = no result given; & = joins results of further samples.

Screens in order: DAGLB inh	CAL PDZ FP-1	Keap1 Nrf2 FP	PKA-R2B activ	cardiac RTF act	C-LANA FP	RTF Ca sens inh	CAL PDZ FP-2	SR-BI uptake up	Rtt109 Vps75
COC(=O)C1(c2ccccc2)NC(c2cccs2)C2C(=O)N(c3ccccc3)C(=O)C21 (stereo not given)
→ 4	-2	2	7	0	-0.5	-6	-1.1	6	12
COc1ccc(NC(=O)c2c(-c3c(Cl)cccc3Cl)noc2C)c(OC)c1
→ -5	1	2	-2	0	-0.4	-1	-3.0	.	3
O=C(CNC(=O)c1ccccc1F)N/N=C/c1ccc2c(c1)OCO2
→ 1	-3	-2	5	-3	1.8	-2	-2.1	17	4
COC(=O)C12CC3CC(C1)CC(n1cnc(Cl)n1)(C3)C2
→ 1	-1	-1	4	-5	-0.2	3	-0.8	9	-1
CCOC(=O)C1=C(O)/C(=C/c2ccc(OCC(=O)Nc3ccc(C)cc3)cc2)N=C1C
→ 9	-1	-11	9	7	0.8	1	-3.4	.	-3
Cc1cnn(C(=S)NCC2CCCO2)c1 (stereo not given)
→ -6	-4	-1	-2	-7	0.2	-14	-1.4	-2	2
COc1ccc(/C=N/NC(=O)CSc2ccccn2)cc1OC
→ 0	-3	-1	4	1	-2.3	-9	0.5	15	2
O=C(NCCc1ccccc1)c1cc([N+](=O)[O-])ccc1N1CCOCC1
→ -2	-3	3	3	-7	0.0	-3	-0.2	3	9
Nc1cc(Cl)ccc1N1C(=O)CCC1=O
→ 0	-1	3	3	-5	-1.7	0	-0.6	3	0
Cc1ccc(S(=O)(=O)NCCNC(=O)c2cc(OCC(F)(F)F)ccc2OCC(F)(F)F)cc1
→ -2	-1	-2	3	2	0.6	0	.	-24	4
C=C1C(=O)OC2C=C(CO)C3OC3C3OC3(C)CC(OC(=O)/C(=C/C)COC(C)=O)C12 (stereo not given)
→ -3	-3	-57	-20	-3	-0.6	1	-1.7	1	-5
CCCn1nnc(NC(=O)c2ccco2)n1
→ 0	-2	-3	1	2	-0.3	-3	-0.9	19	3
CN(C)S(=O)(=O)c1cccc(C(=O)NCc2ccco2)c1
→ -1	-1	-8	-8	7	-1.3	-21	0.8	24	-2
CNC(=O)CSc1nc2cccnc2n1-c1ccc(F)cc1
→ -1	0	0	-6	-1	-0.6	0	-0.1	7	0
CCOC(=O)CC(=O)CSc1nc2nc(C)cc(C)n2n1
→ -3	-3	-7	-10	-8	0.5	-4	-1.6	10	8
CCOc1cc(/C=C2\SC(=Nc3ccccc3)N(c3ccccc3)C2=O)ccc1OCC(=O)O
→ 6	-7	4	-9	1	-1.1	0	-5.3	-2	?
CCCn1c(SCC(=O)NCC2CCCO2)nc2c1c(=O)n(C)c(=O)n2C (stereo not given)
→ -3	-1	-3	0	3	1.3	-7	-0.5	12	2
N[C@@H](Cc1ccccc1)c1nnc(SCc2ccccc2F)o1
→ -7	-2	-1	3	-5	-1.7	-9	0.7	18	4
O=C(Cc1ccc(Br)cc1)Nc1cccc(Cl)c1
→ .	20	-1	.	.	-2.2	.	-0.9	8	5
CCOCCn1c(COc2ccc(C)cc2)nc2ccccc21
→ -3	-10	-1	-11	-3	-0.3	-12	0.9	14	3
Cc1ccc(NC(=O)CNc2ccc(OC(C)C)cc2)cc1
→ -1	-3	-1	-2	-9	-0.9	-5	0.9	8	8
CCOC(=O)N1CCc2c(sc3c2C(=O)NC(c2ccccc2)N3)C1 (stereo not given)
→ -3	2	-5	6	1	0.3	-6	-0.3	-9	3
COc1ccccc1C(C(=O)NCc1ccccc1)N(C(=O)c1csnn1)C1CC1 (stereo not given)
→ 2	6	-4	-10	-3	-0.3	0	-2.0	.	-2
CC1CCC(C(C)C)C(OC(=O)Cn2c(-c3ccc(Br)cc3)[n+](C)c3ccccc32)C1 (stereo not given)
→ 2&5	.	-2&4	1&-6	3&-2	2.1&-2.4	6&-5	-1.4&-0.8	-4&-20	?
O=C(COC(=O)C1CC1)Nc1ccccc1Sc1ccccc1
→ 1	-2	4	-9	-3	0.0	-19	-2.4	23	3
COc1ccc(CCNC(=O)Cc2ccc3c(c2)OCO3)cc1OC
→ 0	4	-3	-11	-5	-1.5	-12	0.9	2	4
Cc1ccc(C(=O)C(C)OC(=O)Cc2c[nH]c3ccccc23)cc1 (stereo not given)
→ -3	-3	3	-6	-14	0.0	5	-2.5	16	8
COc1ccccc1/C=C/C=N/NC(=O)c1cc(-c2ccc(C)o2)[nH]n1
→ 1	62*	1	-8	-1	1.2	-8	-3.5	-49	8
CCCN1/C(=C(/C#N)C2=NS(=O)(=O)c3ccccc32)N(C)c2ccccc21
→ 1	-2	-6	1	10	-0.8	-1	-0.1	-39	-3
COc1ccc(CNC(=O)Cn2cc3c(n2)CCCCC3)cc1
→ -1	.	1	-1	0	-1.2	-10	-0.1	0	-6
C[C@H]1CN([C@@H](C)CO)C(=O)Cc2cc(NC(=O)CCC(F)(F)F)ccc2O[C@H]1CN(C)Cc1ccc(C(F)(F)F)cc1
→ -3	3	-1	-3	-6	-0.5	-1	-0.1	25	14
CCOC(=O)/C=C/C(=O)Nc1ccc(S(=O)(=O)N(C)c2ccccc2)cc1
→ 1	-11	-1	-7	-4	1.0	-5	-2.3	-22	-1
CCN(CC)c1ccc(C(=O)N/N=C(\C)c2ccc(OC)c(OC)c2)cc1
→ -12	-1	-8	3	2	-0.6	-3	0.0	-7	-11
COc1cc(C)c(CNc2cc(C)cc(C)c2)cc1C
→ -4	-4	3	2	3	0.0	-1	0.1	-24	1
c1cc(-c2nnc3n2CCCCC3)ccn1
→ 0	-2	-2	-2	-1	-0.5	2	-1.5	40	6
CSc1cccc(NC(=O)/C=C/c2ccco2)c1
→ 9	13	-4	1	6	-0.8	-10	-1.9	-31	1
O=C1N/C(=N/c2ccccn2)SC1Cc1ccccc1 (stereo not given)
→ 3	1	0	1	2	-1.6	-6	-2.1	10	-2
Cc1ccc(NS(=O)(=O)c2c(C)[nH]c(=O)[nH]c2=O)c(C)c1
→ 0	-3	0	0	-4	1.2	-17	-0.1	13	5
CS(=O)(=O)N1N=C(c2ccco2)CC1c1ccco1 (stereo not given)
→ 1	-3	-6	-9	-4	1.5	-5	0.1	5	12
CCOc1ccc(CCNC(=O)CN2C(=O)NC3(CCCc4ccccc43)C2=O)cc1OCC (stereo not given)
→ 0	-1	1	-9	-4	-0.5	-10	-2.5	-51	2
COCCNC(=O)C(c1ccc(C)cc1)N(C(=O)CCC(=O)Nc1ccccn1)c1ccccc1C (stereo not given)
→ 3	-2	0	4	2	0.0	-9	-1.5	11	7
COc1cc(NC(=O)CSc2nnc3ccccn23)cc(OC)c1
→ -1	-2	-2	12	-2	2.5	8	0.6	5	21
O=C(NC(=S)Nc1nc(-c2cccc3ccccc23)cs1)c1cc2ccccc2o1
→ -4	-2	-6	-9	-6	-1.0	0	-0.6	-6	1
CCCC(NC(=O)C(C)NC(=O)CO/N=C1\C=C2CCC3C4CCC(C(C)=O)[C@@]4(C)CCC3[C@@]2(C)CC1)C(=O)O (stereo not given in full)
→ 3	2	6	-6	9	0.7	-10	-0.6	0	-1
O=C(O)CCn1ncc2ccccc2c1=O
→ -2	-4	0	-9	-4	-1.0	-2	-0.4	18	-4
O=c1c(F)cn(C2CCCO2)c(=O)n1Cc1ccc(Cl)cc1 (stereo not given)
→ 2	-2	-9	-3	-1	-1.1	-2	-0.1	14	.
O=C(Cn1cc(COc2ccc(Br)cc2)nn1)c1ccc(O)cc1
→ -3	-8	0	-10	-7	1.0	-5	-0.5	9	7
O=C(CCNS(=O)(=O)c1ccccc1)NNC(=O)C1COc2ccccc2O1 (stereo not given)
→ -1	-4	-1	-13	-3	-0.1	-11	-1.8	17	-5
O=C(c1cc2ccccn2n1)N1CCN(c2ccccn2)CC1
→ -2	2	3	-14	1	-1.2	0	0.0	13	-4
Cc1ccc(NC(=O)CN2CCN(C(=O)c3ccco3)CC2)cc1
→ 2	-1	-3	2	1	-0.5	-10	-1.8	.	2
Fc1cccc(CSc2ncnc3c2oc2ccccc23)c1
→ 0	-1	-3	-2	-2	-0.1	0	0.0	9	-2
CC(C)(C)Nc1ncnc2sc(-c3ccccc3)cc12
→ -5	-1	-9	-5	1	0.9	-4	-2.2	-19	13
COCCCN1C(=O)C(=O)/C(=C(/O)c2ccc(S(=O)(=O)N3CCCCC3)cc2)C1c1ccc(OC)cc1 (stereo not given)
→ 1	-3	2	-4	-3	-0.4	1	-0.9	10	5
CC(C)Cn1nc(NC(=O)c2ccco2)c2cc3ccccc3nc21
→ 1	18	-4	-2	3	0.5	-8	-2.0	-54	-18
CN(C)CCOCCOc1ccc(Cl)c2ccccc12
→ 1	0	0	-2	0	-0.4	2	-0.4	0	5
CN(C)C(=O)CN(c1ccc2c(c1)OCO2)S(C)(=O)=O
→ -1	-2	-1	4	-2	3.1	-6	-2.0	15	5
COc1ccc(-c2csc3ncnc(N4CCN(c5ccccc5[N+](=O)[O-])CC4)c23)cc1
→ 4	-5	1	-6	-6	-0.4	3	-0.4	17	15
CC(=O)c1cccc(NC(=O)C2C3C=CC(C4CC34)C2C(=O)O)c1 (stereo not given)
→ -3	-2	-1	3	-4	0.1	-3	0.1	-12	17
NC(N)=NS(=O)(=O)c1ccc(N)cc1
→ 0	-2	-1	6	5	-4.7	6	-0.3	9	2
COc1ccc(CC(=O)N/N=C/c2cc([N+](=O)[O-])cc(Br)c2O)cc1
→ 12	-15	-1	-5	5	-0.2	-6	-1.0	30	5
C=C[C@@H]1c2ccccc2N(S(=O)(=O)c2ccc(C)cc2)[C@H](c2ccc(OC(C)=O)cc2)C1(C#N)C#N
→ -5	4	0	12	-2	-1.5	-5	-0.4	29	-5

Entries of single compounds, quoted from the list.
C=C[C@@H]1c2ccccc2N(S(=O)(=O)c2ccc(C)cc2)[C@H](c2ccc(OC(C)=O)cc2)C1(C#N)C#N is listed with DAGLB inh = -5; CAL PDZ FP-1 = 4; Keap1 Nrf2 FP = 0; PKA-R2B activ = 12; cardiac RTF act = -2; C-LANA FP = -1.5; RTF Ca sens inh = -5; CAL PDZ FP-2 = -0.4; SR-BI uptake up = 29; Rtt109 Vps75 = -5
COc1ccc(-c2csc3ncnc(N4CCN(c5ccccc5[N+](=O)[O-])CC4)c23)cc1 is listed with DAGLB inh = 4; CAL PDZ FP-1 = -5; Keap1 Nrf2 FP = 1; PKA-R2B activ = -6; cardiac RTF act = -6; C-LANA FP = -0.4; RTF Ca sens inh = 3; CAL PDZ FP-2 = -0.4; SR-BI uptake up = 17; Rtt109 Vps75 = 15

High-throughput results from PubChem.
